HCV inh: qHTS Assay for Inhibitors of Hepatitis C Virus (HCV) | Huh7.5.1 HCVcc-Cre infection, luciferase reporter, 44 h | Potency, µM (series often up to 41.8 µM), inactives show at the highest dose activity change, negative = inhibition, most hits filed as inhibitors | 3.4% of 340,000 active; also: potency is read from the fitted curve at half-maximal effect
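Infectious HCVcc-Cre (~0.5 moi) was added to cells just after compound, with cells seeded 4 h earlier at 1,000 per well. Luciferase activity after 44 h culture reported infection; substrate was incubated 15 min at room temperature before reading.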
TbPYK inhibitor: qHTS of Trypanosoma Brucei Inhibitors; AID 624173, 2012; TbPYK enzyme, Kinase-Glo Plus ATP luminescence, 45 min; Potency, µM (highest dose often 76.8 µM), without a hit: at the top dose activity, negative = inhibition, actives largely listed as inhibitors; 0.12% of 410,000 active; also: potency is read from the fitted curve at half-maximal effect; nearly all actives have a fitted effect of over 50% in size
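TbPYK + substrate in 50 mM TEA pH 7.2, 100 mM KCl, 10 mM MgCl2, 0.05% BSA, 0.01% Tween-20; cpd pinned; ADP 130 uM final; 45 min RT; Kinase-Glo Plus 10 min; luminescence endpoint.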
HCMV inh: qHTS Assay for inhibitors of the human cytomegalovirus (HCMV). HFF cells, HCMV-luciferase reporter, 72 h; hits give low values. activity change, negative = inhibition, % at 57.5 µM. 4.5% of 410,000 active. AID 1259415, 2018; in the data active = activity change below about -60%; inconclusive = no clear call, values can overlap the other calls; inactive = above about -39%
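Steps: HFFs plated, 16 h 37C; compounds added; HCMV-luciferase added to MOI 1 PFU/cell; 72 h 37C; OneGlo reagent, 5 min room temperature; luminescence read, normalized to controls.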
AmpC detergent: qHTS Inhibitors of AmpC Beta-Lactamase (assay with detergent); AmpC hydrolysis of nitrocefin, absorbance 480 nm, 0.01% Triton; P00811; 0.041% of 370,000 active; Potency, µM (top dose mostly 114 µM), for the others: at the highest dose activity change, negative = inhibition, actives largely listed as inhibitors; AID 485294, 2010;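 also: potency is read from the fitted curve at half-maximal effect; 0% = no-compound wells and -100% = no-enzyme wells; nearly all actives have a fitted effect of over 25% in size; some results filed as inactive show a strong effect at the top dose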
Target sequence (P00811 whole entry, looked up): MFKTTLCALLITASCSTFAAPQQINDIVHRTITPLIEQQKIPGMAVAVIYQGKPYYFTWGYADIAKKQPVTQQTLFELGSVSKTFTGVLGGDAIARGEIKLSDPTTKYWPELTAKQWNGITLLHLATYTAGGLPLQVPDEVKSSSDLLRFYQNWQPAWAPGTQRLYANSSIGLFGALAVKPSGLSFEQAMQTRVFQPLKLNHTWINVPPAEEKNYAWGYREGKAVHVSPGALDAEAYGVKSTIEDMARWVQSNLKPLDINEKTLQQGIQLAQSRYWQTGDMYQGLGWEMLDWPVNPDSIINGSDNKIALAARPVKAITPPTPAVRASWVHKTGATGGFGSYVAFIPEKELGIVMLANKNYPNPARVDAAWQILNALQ
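AmpC (5.3 nM in the dispensed reagent) in 20 mM phosphate pH 7.0 with 0.01% (detergent screen) or 0.0001% Triton X-100 was preincubated with compounds for 15 min at room temperature. Nitrocefin was then added from an 800 uM solution, and hydrolysis was followed at 480 nm.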
LmPK inh: qHTS Assay for Inhibitors of Leishmania Mexicana Pyruvate Kinase (LmPK); Potency, µM (top dose mostly 57.5 µM), without a hit: top-dose activity change, negative = inhibition, actives largely listed as inhibitors; purified LmPK, Kinase-Glo ATP luminescence, 1 h; Q27686; 0.37% of 290,000 active; also: potency is read from the fitted curve at half-maximal effect
Target sequence (Q27686 whole entry, looked up): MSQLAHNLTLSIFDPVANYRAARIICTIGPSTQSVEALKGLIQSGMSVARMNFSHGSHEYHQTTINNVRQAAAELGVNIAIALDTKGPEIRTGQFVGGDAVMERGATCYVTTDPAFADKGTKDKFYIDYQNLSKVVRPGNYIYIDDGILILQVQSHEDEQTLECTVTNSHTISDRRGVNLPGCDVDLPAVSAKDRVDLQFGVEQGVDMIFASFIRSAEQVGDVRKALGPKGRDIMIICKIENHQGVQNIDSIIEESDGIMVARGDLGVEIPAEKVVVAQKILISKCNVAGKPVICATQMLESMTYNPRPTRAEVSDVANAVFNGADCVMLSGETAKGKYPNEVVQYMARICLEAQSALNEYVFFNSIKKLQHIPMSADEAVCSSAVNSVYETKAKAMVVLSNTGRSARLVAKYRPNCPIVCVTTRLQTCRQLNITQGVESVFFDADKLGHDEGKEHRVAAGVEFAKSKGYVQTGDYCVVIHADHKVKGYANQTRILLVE
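0.1 nM LmPK, 0.5 mM PEP, 0.1 mM ADP; 50 mM imidazole pH 7.2, 7 mM MgCl2, 50 mM KCl; 1 h RT. Kinase-Glo luminescence readout, normalized to no-enzyme (full inhibition) and uninhibited wells.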
AMA1-RON2 inh: qHTS for Inhibitors of AMA1-RON; Towards Development of Antimalarial Drug Lead: Primary Screen | Plasmodium falciparum AMA1 (3D7) - RON2 peptide interaction | AlphaScreen AMA1-biotinylated RON2 peptide binding | Potency, µM (doses to about 58.2 µM), without a hit: at the top dose activity change, negative = inhibition, hits mostly inhibitors | 0.2% of 360,000 active;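 also: potency is read from the fitted curve at half-maximal effect; 0% = vehicle wells and -100% = peptide control; nearly all actives have a fitted effect of over 45% in size; some results filed as inactive show a strong effect at the top dose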
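AMA1 (3D7) with his tag at 25 nM final met compounds first, then biotinylated RON2 peptide at 25 nM; detection used donor plus acceptor beads, 10 µg/mL apiece, read by AlphaScreen after 30 min at room temperature.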
AmpC inh no detg: qHTS Inhibitors of AmpC Beta-Lactamase (assay without detergent); AID 485341, 2010; Potency, µM (doses to about 57.1 µM), without a hit: at the highest dose activity change, negative = inhibition, most hits filed as inhibitors; 0.52% of 330,000 active; AmpC nitrocefin hydrolysis, absorbance 480 nm, 0.0001% Triton;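 also: potency is read from the fitted curve at half-maximal effect; plate controls were no compound for no effect and no enzyme for full effect; nearly all actives have a fitted effect of over 20% in size; some results filed as inactive show a strong effect at the top dose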
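20 mM phosphate pH 7.0 + 0.01% (detergent screen) or 0.0001% Triton X-100; 5.3 nM AmpC reagent; cpd preinc 15 min RT; nitrocefin (800 uM stock) to start; A480 q20 s × 4 min; Activity was normalised to no-enzyme and no-compound control wells.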
Starred values were filed as active, the others as inactive; ? = inconclusive; · = not tested or not shown; & = joins results of further samples; [ ] = another dose, or the depositor's remark. Unless noted, calls follow the shape of the dose curve; as a rule, active = well fitted curve in the direction sought with a large enough effect; inconclusive = small, poorly fitted or top-dose-only effect, or another doubt; inactive = no such curve, though single readings can be large; an effect the other way counts as inactive or inconclusive. Unless noted, % is scaled to controls: 0 for no effect and ±100 for the full control effect.

SMILES	HCV inh	TbPYK inhibitor	HCMV inh	AmpC detergent	LmPK inh	AMA1-RON2 inh	AmpC inh no detg
CC1(c2nnc(-c3ccc(F)cc3)o2)CC(c2c(Cl)cccc2Cl)=NO1 (stereo not drawn)	-30%	-9%	-8	2%	2%	3%	-15%
CC(C)C(C(=O)Nc1nccs1)c1ccc(Cl)cc1 (stereo not drawn)	?	-3%	?	-8%	-1%	3%	-18%[11.4 µM]
O=C(O)Cc1ccc2c(c1)Cc1cccnc1O2	·	-2%	-10	·	·	0%	·
CC(C)NC(=O)N1CC(c2ccccc2)C(c2ccc(Cl)cc2)=N1 (stereo not drawn)	?	-11%	22	?	1%	6%	65%[activator]
O=C(NNS(=O)(=O)c1ccccc1[N+](=O)[O-])c1ccc(F)cc1	?	-4%	3	-5%	-2%	-2%	-11%
Cc1ccc(Cn2c(=O)c3ccccc3n3c(SCC(=O)N4CCCCC4C)nnc23)cc1 (stereo not drawn)	?	1%	-30	?	7%	3%	-2%
CCCc1cc(=O)[nH]c2nnc(SCC(=O)NCc3ccc4c(c3)OCO4)n12	20%	4%	-18	-19%	·	19%	-10%
NC(=O)c1ccc(Oc2ccc(C(N)=O)cc2)cc1	-2%	0%	0	0%	-5%	2%	-18%
CCOc1cc(NC(=S)NCc2ccco2)c(OCC)cc1NC(=O)CC(C)C	10%	-7%	-25	-4%	0%	16%	-8%
COc1cc2c(cc1NC(=O)C1CCCO1)oc1ccccc12 (stereo not drawn)	7.9µM*	1%	43	5%	-5%	-9%	37%
COc1cc2oc(=O)cc(C)c2c(OC)c1OC	-18%	-5%	29	-14%	3%	11%	-23%
CCOc1ccc(C(=O)OCC(=O)N(Cc2ccccc2)Cc2ccccc2)cc1OC	-18%	-9%	-8	0%	·	-1%[11.6 µM]	80%[activator]
Cc1ccc(S(=O)(=O)C(CNC(=O)c2ccc(C(F)(F)F)cc2)c2ccco2)cc1 (stereo not drawn)	·	-3%	15	-1%	·	·	·
Cc1cccc(N2CCN(C(=O)c3ccc(Cl)c(NC4=NC5CS(=O)(=O)CC5S4)c3)CC2C)c1 (stereo not drawn)	4%	5%	-34	3%	-2%	-10%	105%[activator]
CC(C)Oc1ccc(C(=O)Nc2ccc(N3CCN(C(=O)c4ccco4)CC3)cc2)cc1	-11%	-1%	-39	-7%	3%	-17%	-5%
CSCC[C@H](NC(=O)N1CCn2c1nc1ccccc12)C(=O)N[C@H](Cc1ccccc1)C(=O)O	14%	2%	67	-7%	-6%	109%[activator]	-6%
COc1ccc(Nc2ccc(N3C(=O)CC(C)C3=O)cc2[N+](=O)[O-])cc1OC (stereo not drawn)	-19%	-8%	11	5%	-2%	-18%	47%
CCn1c(SCc2c(F)cccc2Cl)nc(=O)c2c(C(=O)OC)cc(C3CC3)nc21	·	-3%	-13	26%	·	·	·
O=C(NCc1ccco1)Nc1cccs1	4%	0%	19	6%	0%	0%	-36%
COc1ccc(-c2sc3cc4c(cc3c2-c2ccc(OCCN3CCCCC3)cc2)OCO4)cc1	-17%	3%	·	·	·	-12%	5%
COC(=O)c1ccc(CSc2nnc3nc(C)cc(C)n23)cc1	2%	4%	-17	?	0%	-1%	31%
COc1ccc(CC(=O)O/N=C(\N)c2ccccc2)cc1OC	?	-5%	176	-4%	-5%	-1%	29%
COC(=O)c1cc2oc3ccccc3c2n1Cc1c(F)cccc1Cl	·	2%	48	2%	·	·	·
C#CC(C)(CC)NC(=O)c1cc2nc(C3CC3)cc(C(F)(F)F)n2n1 (stereo not drawn)	-11%	2%	7	5%	4%	-7%	3%
CCOCCCNC(=O)CSc1ccccc1	-5%	-4%	17	-11%	-8%	7%	-10%
COc1cc(NC(=O)c2cncc(-c3ccc(C#N)cc3)c2)cc(C(=O)Nc2cccc(C(F)(F)F)c2)c1	-3%	-3%&-3%	-66*	-6%	-1%	8%&13%	-25%
COC(=O)CNC(=O)C1CC(=O)N(CCc2ccc(F)cc2)C1 (stereo not drawn)	16%	-7%	-15	-11%	2%	0%	-8%
Cc1ccccc1/C=C/C(=O)NCC(=O)N1CCC(N(C)C2CCCCC2C)CC1 (stereo not drawn)	-30%	5%	17	?	4%	-12%	-23%
CCOC(=O)c1c(C)[nH]c(C)c1S(=O)(=O)N1CCCC(C(=O)Nc2ccc(C)c(N(C)C)c2)C1 (stereo not drawn)	·	3%	-6	2%	·	·	·
Cc1ccc(-c2nn(-c3ccccc3)cc2/C=C(\C#N)c2cccc(C#N)c2)o1	?	0%	·	-14%	-18%	11%	-29%
COc1ccc(-c2[nH]ncc2CN(CC2CCC(=O)N2)C(C)C)cc1F (stereo not drawn)	-26%	-4%	?	0%	-2%	15%	4%
CCOC1=C2CN(S(=O)(=O)c3ccc(C)cc3)[C@@H](c3ccc(CC)cc3)C[C@H]2[C@H]2C(=O)N(c3ccccc3)C(=O)[C@H]2C1	·	5%	29	·	·	6%	·
CC(C)(C)OC(=O)N1CCC(c2c(C(=O)NCCc3ccccc3)cnn2-c2ccc(F)cc2)CC1	·	5%	6	-5%	·	·	·
C=CC[C@H](CC(=O)N[C@H](CO)Cc1ccccc1)C(=O)N[C@@H](COC(=O)[C@@H](CC=C)Cc1ccc(F)cc1)Cc1c[nH]c2ccccc12	-25%	0%	4	·	·	-2%	12%
COc1ccc(C(=O)NCC(=O)N/N=C(\C)Cc2ccccc2)cc1	-2%	2%	-39	-1%	7%	4%	-25%
O=C(CSc1nc2c(cnn2-c2ccc(F)cc2)c(=O)[nH]1)N1CCCCC1	12%	-2%	-15	?	-5%	0%	?
Cc1ccc(C(=O)Nc2ccccc2C(=O)NCc2ccccc2)cc1	?	6%	·	-8%	3%	7%	-15%
O=S(=O)(c1cc(F)ccc1F)N1CCN2CCCC2C1 (stereo not drawn)	7%	-1%	3	-4%	1%	-1%	-8%
CCn1c(=N)c(S(=O)(=O)c2ccc(C)cc2)cc2c(=O)n3ccccc3nc21	·	·	79	?	-3%	·	-19%
COc1cccc(-n2c(SCC(=O)NCC3CCCO3)nc3c(c2=O)SCC3)c1 (stereo not drawn)	-2%	-2%	8	8%	-1%	8%	-8%
COc1ccc(CC(=O)NC(C)c2nnc(SCC(=O)Nc3ccccc3)n2C)cc1 (stereo not drawn)	-3%	1%	-15	-3%	2%	-4%	3%
COc1ccc(C2=NOC3(CC(=O)N(c4ccc(Cl)cc4)C3=O)C2)c(OC)c1 (stereo not drawn)	5%	0%	45	-3%	3%	-11%	-29%
CCOC(=O)CCNC(=O)CCNC(=O)C(c1ccccc1)c1ccccc1	-5%	-6%	16	1%	5%	8%	2%
CCCNc1nc(N2CCOCC2)nc(N2CCOCC2)n1	11%	0%	28	-16%	2%	2%	-17%
COCCNc1nc(NC(C)C)nc2ccsc12	·	2%	1	·	·	-3%	·
CCc1ccc2oc(-c3ccc(NC(C)=O)cc3)nc2c1	0%	0%	67	0%	-1%	0%	81%[activator]
O=C(NCc1cccnc1)c1cccs1	28%	-4%	70	5%	1%	17%	-11%
CCn1cc(/C=C(\NC(=O)c2cc(OC)c(OC)c(OC)c2)C(=O)NCCCn2ccnc2)c2ccccc21	·	-1%	-104*	17%	·	·	·
COc1ccc(CN2CNc3c(c(=O)n(C)c(=O)n3C)C2)cc1	14%	-13%	15	-7%	-4%	-12%	-12%
CC(=O)c1cccc(S(=O)(=O)N2CCCC(c3nc4c(nnn4Cc4ccc(C)cc4)c(=O)[nH]3)C2)c1 (stereo not drawn)	0%	-2%	-28	11%	-6%	7%	0%
CN(C)c1ccc(N=Nc2ccc3ncccc3c2)cc1	6%	-4%	33	·	·	?	·
CN(C(=O)COC(=O)CCc1nc2ccccc2c(=O)[nH]1)C1CCS(=O)(=O)C1 (stereo not drawn)	15%	1%	-38	-6%	-5%	0%	-11%
CCCCc1c(O)nc(SCC(=O)NCC2CCCO2)[nH]c1=O (stereo not drawn)	1%	0%	28	?	1%	7%	-26%
O=S(=O)(NCc1nc2ccccc2[nH]1)c1ccccc1	-2%	-3%	-21	-1%	-8%	-6%	-22%
S=C(Nc1ccc(Br)cc1)N1CCN(c2ccccn2)CC1	-5%	1%	10	-15%	-4%	-2%	-27%
CC(=O)C1=C(O)C(=O)N(c2ccc(F)cc2)C1c1ccc(C)cc1 (stereo not drawn)	-2%	1%	-69*	-14%	0%	-6%	-28%
CC1CCN(C(=O)C2CCN(c3nnc(-n4cccc4)s3)CC2)CC1	-18%	-4%	?	?	-2%	1%	22%
COc1cccc(NC(=O)N2CCN(c3ccc(C(F)(F)F)cn3)CC2)c1	12%	-1%	-32	-12%	1%	-3%	-30%
COc1cccc(NC(=O)CN(C)C(=O)c2c(C)noc2C)c1	12%	29%	-32	0%	·	3%	-9%
CC(=O)c1c(C)[nH]c(C(=O)COC(=O)CNS(=O)(=O)c2ccccc2)c1C	18%	4%	-34	-13%	1%	-2%	-9%
Cc1ccc(/C(O)=C2\C(=O)C(=O)N(C)C2c2ccc(F)cc2)cc1 (stereo not drawn)	4%	4%	14	-12%	0%	-5%	-49%

Of the compounds above, these contain a thiophene ring, fused or not:
SMILES	HCV inh	TbPYK inhibitor	HCMV inh	AmpC detergent	LmPK inh	AMA1-RON2 inh	AmpC inh no detg
O=C(NCc1ccco1)Nc1cccs1	4%	0%	19	6%	0%	0%	-36%
COc1ccc(-c2sc3cc4c(cc3c2-c2ccc(OCCN3CCCCC3)cc2)OCO4)cc1	-17%	3%	·	·	·	-12%	5%
COCCNc1nc(NC(C)C)nc2ccsc12	·	2%	1	·	·	-3%	·
O=C(NCc1cccnc1)c1cccs1	28%	-4%	70	5%	1%	17%	-11%

Compound activity as filed in PubChem BioAssay.
